# Screening data from PubChem BioAssay.
# M4 PAM = CHRM4 positive allosteric modulation. P08173. CHO-K1 hM4/Gqi5, Fluo-8 calcium fluorescence, ACh EC20; 0% = ACh EC20, 100% = maximal ACh. activation, % at 3 µM. actives 0.4% (n = 360,000);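 active means activation above its plate's cutoff, the mean activation of sample wells plus 3 SD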; further: some results filed as inactive read as strong as hits
# Target sequence (P08173 whole entry, looked up): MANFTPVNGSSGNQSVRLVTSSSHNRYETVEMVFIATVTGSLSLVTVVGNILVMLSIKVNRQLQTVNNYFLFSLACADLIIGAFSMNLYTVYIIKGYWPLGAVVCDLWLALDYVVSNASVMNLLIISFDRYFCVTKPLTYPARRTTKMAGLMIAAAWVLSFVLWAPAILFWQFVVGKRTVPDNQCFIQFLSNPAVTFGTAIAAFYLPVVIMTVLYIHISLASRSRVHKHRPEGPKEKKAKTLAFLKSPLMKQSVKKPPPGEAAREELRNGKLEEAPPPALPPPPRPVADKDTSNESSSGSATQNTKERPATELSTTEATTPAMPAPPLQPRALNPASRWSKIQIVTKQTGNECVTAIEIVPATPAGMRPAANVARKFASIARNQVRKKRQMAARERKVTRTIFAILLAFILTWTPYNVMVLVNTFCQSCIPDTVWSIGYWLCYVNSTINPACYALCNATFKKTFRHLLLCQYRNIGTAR
# CRFR2-BP ag = CRF-BP/CRF-R2 complex agonism | HEK293 CRF-R2/CRF-BP, calcium dye fluorescence (FLIPR); percent of saturating CRF peptide response | activation, % at 13.2 µM | actives 0.46% (n = 350,000);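 active means activation of at least 50%, plus an integration ratio under a set limit after plate pattern correction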;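 further: plate controls were neutral control wells without compound for no effect and CRF at EC100 for full effect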
# M5 PAM = potentiates acetylcholine response at human M5 receptor. CHO-K1 hM5, Fluo-8 calcium, ACh EC20 PAM; 0% = ACh EC20, 100% = ACh EC100. P08912. activation, % at 3 µM. actives 0.3% (n = 360,000);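 active means activation above the run cutoff, the mean activation of all test compounds plus 3 SD, cut at about 18% in these data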
#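 Assay system: CHO-K1 hM5 cells. Also added: acetylcholine at EC20 concentration, added after compound. Dosing: 3 µM, single dose. Times: compound preincubation 140 s before EC20 acetylcholine addition. Signal: Fluo-8 calcium fluorescence. Measure: % activation relative to EC20 and EC100 ACh responses. Repeats: singlicate, one well per test compound.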
# CHRM4 antagonist = CHRM4 antagonism in calcium assay. inhibition, % at 3 µM. AID 624125. CHO-hM4 cells, ACh EC80, Fluo-8 calcium fluorescence. P08173. actives 0.73% (n = 360,000);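 active means inhibition above its plate's cutoff, the mean inhibition of sample wells plus 3 SD, cut at about 27% in these data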;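 further: 0% = acetylcholine EC80 with DMSO and 100% = DMSO without agonist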
# M4 ag = agonists of human muscarinic M4 receptor (CHRM4); actives 0.14% (n = 360,000); P08173; CHO-K1 hM4/Gqi5, Fluo-8 calcium fluorescence; vehicle 0%, full acetylcholine response 100%; activation, % at 3 µM;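 active means activation above the run mean over all test wells plus 3 SD, cut at about 32% in these data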;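 further: peak over basal fluorescence ratio per well then scaled between controls; 0% = DMSO wells and 100% = acetylcholine at EC100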
# CHRM5 agonist = CHRM5 agonism in calcium assay | P08912 | CHO-K1 hM5 cells, Fluo-8 calcium fluorescence; 0% DMSO wells, 100% maximal acetylcholine response | activation, % at 3 µM | actives 0.19% (n = 360,000);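 active means activation above the run's mean over test compounds plus 3 SD, cut at about 23% in these data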;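 further: signal is peak over basal fluorescence ratio across the kinetic read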
# CHRM1 antagonist = antagonists of human M1 muscarinic receptor; P11229; CHO-K1 hM1, Fluo-8 calcium fluorescence, ACh EC80 antagonist; inhibition, % at 3 µM; actives 1.3% (n = 360,000); AID 588852;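 active means percent inhibition above its own plate's cutoff, namely the mean of that plate's compound wells plus 3 SD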;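 further: peak over basal fluorescence ratio during 140 s after agonist addition; 0% = ACh EC80 plus DMSO and 100% = DMSO alone without agonist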
# Target sequence (P11229 whole entry, looked up): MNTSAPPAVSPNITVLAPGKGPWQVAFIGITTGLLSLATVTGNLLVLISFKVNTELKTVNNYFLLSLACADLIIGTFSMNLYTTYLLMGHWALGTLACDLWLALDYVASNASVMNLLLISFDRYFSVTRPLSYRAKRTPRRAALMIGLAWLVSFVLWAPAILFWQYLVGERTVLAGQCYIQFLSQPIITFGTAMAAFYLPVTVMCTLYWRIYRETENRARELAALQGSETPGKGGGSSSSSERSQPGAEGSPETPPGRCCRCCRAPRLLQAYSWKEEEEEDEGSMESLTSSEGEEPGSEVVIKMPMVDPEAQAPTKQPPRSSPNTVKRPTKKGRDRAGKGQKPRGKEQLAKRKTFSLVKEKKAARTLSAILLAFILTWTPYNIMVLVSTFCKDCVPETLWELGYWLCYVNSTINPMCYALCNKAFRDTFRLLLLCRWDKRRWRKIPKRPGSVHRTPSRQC
# CHRM1 PAM = potentiates human M1 receptor response to acetylcholine. P11229. actives 0.088% (n = 360,000). activation, % at 3 µM. CHO-K1 hM1, Fluo-8 calcium fluorescence, ACh EC20; 0% = ACh EC20, 100% = maximal ACh; in the data active means activation above about 19%, passing the limit was not always enough
# M5 antag = CHRM5 antagonism in calcium assay | P08912 | CHO-hM5 cells, Fluo-8 calcium fluorescence, ACh EC80 | inhibition, % at 3 µM | actives 0.59% (n = 360,000);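 active means inhibition above a per-plate cutoff, the mean of that plate's test compounds plus 3 SD, cut at about 27% in these data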;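 further: 0% = acetylcholine EC80 with DMSO and 100% = DMSO without agonist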
# Starred values were filed as active, the others as inactive; nt = no result given. This is a random part of the collection. Share with any hit: about 2.8%.
# Screens in order: M4 PAM	CRFR2-BP ag	M5 PAM	CHRM4 antagonist	M4 ag	CHRM5 agonist	CHRM1 antagonist	CHRM1 PAM	M5 antag
1. COC(=O)c1ccc(C(=O)OC)c(NC(=O)CN(c2ccc3c(c2)OCO3)S(C)(=O)=O)c1
 : 2	-0.8	3	0	-1	3	-5	7	-4
2. COc1ccc(C(CNC(=O)c2cccc(S(=O)(=O)Nc3ccc(F)cc3)c2)N2CCCCC2)cc1 (stereo unspecified)
 : 1	-0.8	2	0	3	-6	-1	0	10
3. O=C(NCC(F)(F)F)c1csc([C@@H]2O[C@H](CO)[C@H](O)[C@H](O)[C@H]2O)n1
 : 1	nt	1	0	1	0	-19	9	5
4. CCc1ccc(-n2c(O)cnc2Nc2nc(C)cc(C)n2)cc1
 : 3	-2.7	-1	-5	2	2	4	-3	-2
5. Cc1ccccc1N1Cc2ccccc2C1=O
 : 2	-1.0	4	-13	1	0	-12	3	-4
6. Nc1nc2c(ncn2[C@@H]2O[C@H](CNCC3=Cc4cc(O)ccc4OC3)[C@@H](O)[C@H]2O)c(=O)[nH]1
 : 8	nt	6	0	2	2	-24	7	8
7. CCN(CC(=O)NC(C)C)C(=O)C(CCSC)NC(=O)c1ccccc1OC (stereo unspecified)
 : 1	-2.8	6	-1	0	3	19	2	1
8. Cc1cccc(CSc2nc3sc(C)c(C)c3c(=O)n2Cc2ccco2)c1
 : 1	0.1	-2	1	0	2	4	-1	6
9. CC(C)S(=O)(=O)c1ccc(C(=O)Nc2ccc(F)cc2F)cn1
 : 0	-3.7	-11	-3	8	2	-4	-2	10
10. N#CCCn1cc(C(=O)Nc2ccc(C(=O)O)cc2)c(-c2cc3ccccc3o2)n1
 : -1	1.3	-1	7	0	-1	-11	7	14
11. COC(=O)C1=NN(C(=O)c2ccc(Br)cc2)C(O)(C(C)(C)C)C1 (stereo unspecified)
 : 3	52*	-4	-22	0	-8	0	0	5
12. O=c1[nH]c(/C=C\c2ccc(O)cc2)nc(O)c1[N+](=O)[O-]
 : -4	0.8	8	1	0	4	3	0	-3
13. O=C(C=CC=Cc1ccccc1)c1ccc([N+](=O)[O-])cc1
 : 2	-1.0	1	1	1	-1	-2	-2	4
14. O=C(NCC1CCCCC1)c1cccc(Br)c1
 : 2	-4.8	0	-15	0	-4	-12	7	-3
15. CN1CCN(C(=O)C2=C[C@@H](c3ccc(C(F)(F)F)cc3)C[C@@H](OCCCCO)O2)CC1
 : 11	-1.0	7	-8	2	1	-5	5	2

# More entries follow:
# Screens in order: M4 PAM	CRFR2-BP ag	M5 PAM	CHRM4 antagonist	M4 ag	CHRM5 agonist	CHRM1 antagonist	CHRM1 PAM	M5 antag
16. O=C(c1ccc(F)cc1Cl)N1CCN(S(=O)(=O)c2cccs2)CC1
 : -5	6.2	4	3	1	-3	1	2	-31
17. O=C1CC(c2ccc3c(c2)OCO3)Sc2nc3ccccc3n21 (stereo unspecified)
 : -1	-1.4	4	-3	1	2	-4	3	-6
18. O=C(CN1CCN(c2ccc(O)cc2)CC1)Nc1ccc(S(=O)(=O)N2CCCC2)cc1
 : 10	-0.7	0	-12	2	-1	-1	2	7
19. O=C(Cn1[nH]c(=O)c2ccccc2c1=O)OCC(=O)c1ccc(F)c(F)c1
 : 2	0.0	-6	0	7	1	-5	7	9
20. CCCCCOC(=O)NC1CCS(=O)(=O)C1 (stereo unspecified)
 : 5	13	13	-16	0	-6	-8	9	1
21. CCOC(=O)C1CCN(C(=O)C(CCSC)NC(=O)c2ccccc2OC)CC1 (stereo unspecified)
 : 4	-0.6	5	7	0	1	11	-6	10
22. Cn1c(=O)n(C)c2cc(N3CCOCC3)c(NC(=O)c3cccc(Cl)c3)cc21
 : -1	0.7	-1	1	0	0	2	-3	11
23. Cc1cc(NC(=O)c2cc3ccccc3oc2=O)no1
 : 12	0.1	0	11	1	-1	1	7	3
24. CCOc1cc(/C=C2\CCC/C(=C\c3cc(Cl)c(O)c(OCC)c3)C2=O)cc(Cl)c1O
 : -23	1.3	-11	47*	3	-4	8	1	22
25. COc1ccc(OC)c(S(=O)(=O)N2CCN(c3ccccn3)CC2)c1
 : 18	-1.6	0	-12	4	1	-3	7	-3
26. COc1ccc(OC)c(C2=NS(=O)(=O)N(C)C(C(=O)N3CCC4(CC3)OCCO4)=C2)c1
 : -9	-2.2	0	6	1	1	-13	7	-2
27. CC(=O)N(C)c1ccc(NC(=O)Nc2ccc(C)cc2)cc1
 : -11	2.0	-19	-6	14	2	17	-14	3
28. O=C(COc1ccccc1Cl)NCCNC(=O)c1ccncc1
 : 2	1.5	4	1	1	0	-7	6	9
29. CC(C)Oc1ccc(C(=O)N2CCN(C(=O)c3ccco3)CC2)cc1
 : 12	3.4	2	-5	1	-5	-25	18	-1
30. NC(=O)CC(NC(=O)Cc1cccc2ccccc12)c1ccc(N2CCN(c3ccccn3)CC2)c([N+](=O)[O-])c1 (stereo unspecified)
 : 0	-0.6	7	5	0	-2	-4	2	6

# An excerpt of these results, tab-delimited.
no.	mol	M4 PAM	CRFR2-BP ag	M5 PAM	CHRM4 antagonist	M4 ag	CHRM5 agonist	CHRM1 antagonist	CHRM1 PAM	M5 antag
7	CCN(CC(=O)NC(C)C)C(=O)C(CCSC)NC(=O)c1ccccc1OC (stereo unspecified)	1	-2.8	6	-1	0	3	19	2	1
14	O=C(NCC1CCCCC1)c1cccc(Br)c1	2	-4.8	0	-15	0	-4	-12	7	-3
23	Cc1cc(NC(=O)c2cc3ccccc3oc2=O)no1	12	0.1	0	11	1	-1	1	7	3

# Next compounds:
# Screens in order: M4 PAM	CRFR2-BP ag	M5 PAM	CHRM4 antagonist	M4 ag	CHRM5 agonist	CHRM1 antagonist	CHRM1 PAM	M5 antag
31. COc1ccccc1NC(=O)CSc1nnc(CC(=O)Nc2ccccc2F)n1C
 : 0	0.4	-2	3	1	-2	-4	3	8
32. COc1ccc(-c2noc(COc3ccc4ccccc4c3Br)n2)cc1OC
 : 5	7.0	9	1	1	-4	-14	10	-3
33. O=C(NC1CCN(Cc2ccccc2)CC1)c1ccccc1
 : 2	2.2	-3	2	1	-5	8	-4	9
34. Cc1cc(NC(=O)CCC(=O)N(Cc2ccccc2)C(C(=O)NC2CCCC2)c2ccc(C)o2)no1 (stereo unspecified)
 : -10	0.5	-12	10	14	0	7	-6	24
35. CC(=O)Nc1n[nH]c(-c2ccc(C)cc2)c1C
 : 1	-1.1	-4	7	3	-4	-3	-6	-2
36. COP1(=O)C[C@@H](O)[C@@H](O)[C@@H](COCc2ccccc2)O1 (stereo partly specified)
 : -4	-0.2	-2	5	-1	5	-4	1	5
37. O=C(NCc1nnc(SCC(=O)N2CCc3ccccc32)o1)c1ccco1
 : 19	2.2	2	1	2	0	9	1	-5
38. Cc1ccc(C(=O)NCCCN2CCOCC2)cc1S(=O)(=O)N1CCCCC1
 : 6	1.3	1	-13	1	0	-4	3	5
39. COc1ccccc1CNC(=O)c1cc(S(=O)(=O)N2CCCCC2)c[nH]1
 : -7	-0.4	-4	-18	4	0	3	-2	8
40. CCC(C)(C(=O)NC1CCCCC1)N(C(=O)CNC(=O)c1ccccc1)c1c(C)n(C)n(-c2ccccc2)c1=O (stereo unspecified)
 : 1	4.8	-1	0	0	2	-9	6	11
41. CC(C)c1ccc(NC(=O)C2Cc3c(-c4cccc(F)c4)ccnc3O2)cc1 (stereo unspecified)
 : 1	nt	-4	-12	1	0	-7	4	12
42. CCOc1ccccc1CN1CCNC(=O)C1CC(=O)NCCN1CCOC1=O (stereo unspecified)
 : 9	1.2	-8	-11	3	-7	-11	6	17
43. CCNS(=O)(=O)c1ccc(CCC(=O)Nc2ccc3c(c2)OCO3)cc1
 : -3	0.2	5	1	1	2	-9	8	6
44. On1c(-c2ccccc2)nc2ccccc21
 : 3	1.6	1	1	1	6	1	2	2
45. CCOc1ccc(N2C(=O)CC(NC3CCN(C(=O)c4ccc(F)cc4)CC3)C2=O)cc1 (stereo unspecified)
 : -4	-0.1	-9	0	1	-4	-5	5	11
46. CN(C)C(CNS(=O)(=O)c1cc([N+](=O)[O-])ccc1Cl)c1ccco1 (stereo unspecified)
 : 0	0.1	-1	5	2	0	0	-2	11

# Part of the list above in order of number of heavy atoms, smallest number first:
# Screens in order: M4 PAM	CRFR2-BP ag	M5 PAM	CHRM4 antagonist	M4 ag	CHRM5 agonist	CHRM1 antagonist	CHRM1 PAM	M5 antag
44. On1c(-c2ccccc2)nc2ccccc21
 : 3	1.6	1	1	1	6	1	2	2
35. CC(=O)Nc1n[nH]c(-c2ccc(C)cc2)c1C
 : 1	-1.1	-4	7	3	-4	-3	-6	-2
36. COP1(=O)C[C@@H](O)[C@@H](O)[C@@H](COCc2ccccc2)O1 (stereo partly specified)
 : -4	-0.2	-2	5	-1	5	-4	1	5
33. O=C(NC1CCN(Cc2ccccc2)CC1)c1ccccc1
 : 2	2.2	-3	2	1	-5	8	-4	9
28. O=C(COc1ccccc1Cl)NCCNC(=O)c1ccncc1
 : 2	1.5	4	1	1	0	-7	6	9
46. CN(C)C(CNS(=O)(=O)c1cc([N+](=O)[O-])ccc1Cl)c1ccco1 (stereo unspecified)
 : 0	0.1	-1	5	2	0	0	-2	11
29. CC(C)Oc1ccc(C(=O)N2CCN(C(=O)c3ccco3)CC2)cc1
 : 12	3.4	2	-5	1	-5	-25	18	-1
43. CCNS(=O)(=O)c1ccc(CCC(=O)Nc2ccc3c(c2)OCO3)cc1
 : -3	0.2	5	1	1	2	-9	8	6
37. O=C(NCc1nnc(SCC(=O)N2CCc3ccccc32)o1)c1ccco1
 : 19	2.2	2	1	2	0	9	1	-5
32. COc1ccc(-c2noc(COc3ccc4ccccc4c3Br)n2)cc1OC
 : 5	7.0	9	1	1	-4	-14	10	-3
42. CCOc1ccccc1CN1CCNC(=O)C1CC(=O)NCCN1CCOC1=O (stereo unspecified)
 : 9	1.2	-8	-11	3	-7	-11	6	17
31. COc1ccccc1NC(=O)CSc1nnc(CC(=O)Nc2ccccc2F)n1C
 : 0	0.4	-2	3	1	-2	-4	3	8
45. CCOc1ccc(N2C(=O)CC(NC3CCN(C(=O)c4ccc(F)cc4)CC3)C2=O)cc1 (stereo unspecified)
 : -4	-0.1	-9	0	1	-4	-5	5	11
34. Cc1cc(NC(=O)CCC(=O)N(Cc2ccccc2)C(C(=O)NC2CCCC2)c2ccc(C)o2)no1 (stereo unspecified)
 : -10	0.5	-12	10	14	0	7	-6	24
40. CCC(C)(C(=O)NC1CCCCC1)N(C(=O)CNC(=O)c1ccccc1)c1c(C)n(C)n(-c2ccccc2)c1=O (stereo unspecified)
 : 1	4.8	-1	0	0	2	-9	6	11
